PP1 inh: counter-screen for PP5 inhibitors: inhibitors of human PP1-alpha; P62136; purified PP1alpha, OMFP fluorescence; inhibition, % at 6.7 µM; 0.9% of 320,000 active; AID 2235;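 active = inhibition above the mean inhibition of all tested compounds plus 3 SD, computed separately for each screening campaign, cut at about 15% in these data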
Target sequence (P62136 whole entry, looked up): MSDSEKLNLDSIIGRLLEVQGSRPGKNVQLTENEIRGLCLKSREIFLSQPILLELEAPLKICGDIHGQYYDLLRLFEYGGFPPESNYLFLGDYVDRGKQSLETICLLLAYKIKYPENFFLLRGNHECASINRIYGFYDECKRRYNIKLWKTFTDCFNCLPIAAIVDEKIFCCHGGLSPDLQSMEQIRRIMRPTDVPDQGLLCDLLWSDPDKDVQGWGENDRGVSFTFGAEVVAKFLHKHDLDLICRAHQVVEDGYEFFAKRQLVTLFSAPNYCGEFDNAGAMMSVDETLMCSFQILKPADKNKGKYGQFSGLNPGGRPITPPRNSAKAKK
procasp3 activ: activators of human procaspase-3 | recombinant procaspase-3 D3A, Ac-DEVD-pNA absorbance 405 nm | activation, % at 8.5 µM | 0.11% of 330,000 active | AID 463141;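 active = activation above the mean of all tested compounds plus 3 SD, cut at about 21% in these data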;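 note: 0% = DMSO alone and 100% = DMSO wells spiked with extra 5 µM PC-3 D3A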
Target sequence (P42574 whole entry D9A/D28A/D175A): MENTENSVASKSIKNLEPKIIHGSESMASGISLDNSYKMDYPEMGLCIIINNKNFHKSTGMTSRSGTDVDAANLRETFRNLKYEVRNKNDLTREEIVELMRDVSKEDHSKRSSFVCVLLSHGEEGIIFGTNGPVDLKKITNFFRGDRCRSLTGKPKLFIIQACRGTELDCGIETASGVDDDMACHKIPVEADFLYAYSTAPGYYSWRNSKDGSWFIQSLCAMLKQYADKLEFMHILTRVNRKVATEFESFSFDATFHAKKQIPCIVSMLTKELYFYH
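Assay system – Procaspase-3 D3A mutant, all three cleavage aspartates alanine · Controls – DMSO-only low control, 5 µM PC-3 D3A high control · Schedule – 1 h compound preincubation, 2 h substrate hydrolysis at 25 °C · Signal – 405 nm absorbance of p-nitroaniline, reads at 0 and 120 min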
PP5 primary: blocks human protein phosphatase 5 activity. P53041. purified PP5c, OMFP substrate fluorescence. inhibition, % at 6.7 µM. 0.18% of 320,000 active. AID 1987;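 active = inhibition above the campaign's mean inhibition across all tested compounds plus 3 SD, cut at about 9.5% in these data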;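 note: 0% = DMSO only and 100% = 100 µM cantharidin control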
HCV core dimer: blocks dimerization of HCV core protein; TR-FRET GST/Flag-core106 dimerization, 1536-well; AID 1899; 0.33% of 300,000 active; inhibition, % at 5 µM;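 active = inhibition above the mean of all tested compounds plus 3 SD, set per screening campaign, cut at about 45% in these data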
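assay system = GST-tagged and Flag-tagged HCV core protein residues 1-106 | controls = unlabelled core106 and no-GST-core106 wells | incubation = compound-protein-antibody incubation 4 h at 22.5 °C | probe or stimulus = Eu donor and XL665 acceptor anti-tag antibodies | read-out = % inhibition based on acceptor/donor emission ratio | signal = TR-FRET 671 and 617 nm emission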
proCasp7 act: activates human procaspase-7, counter-screen for procaspase-3 activators. activation, % at 8.5 µM. P55210. recombinant procaspase-7, Ac-DEVD-pNA absorbance 405 nm; D23A/D198A/D206A triple mutant, cannot self-cleave; scale: DMSO 0, 5 µM enzyme 100. AID 463210. 0.093% of 330,000 active;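 active = percent activation above the screen-wide mean plus 3 SD, cut at about 25% in these data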
Target sequence (P55210 whole entry D23A/D198A/D206A): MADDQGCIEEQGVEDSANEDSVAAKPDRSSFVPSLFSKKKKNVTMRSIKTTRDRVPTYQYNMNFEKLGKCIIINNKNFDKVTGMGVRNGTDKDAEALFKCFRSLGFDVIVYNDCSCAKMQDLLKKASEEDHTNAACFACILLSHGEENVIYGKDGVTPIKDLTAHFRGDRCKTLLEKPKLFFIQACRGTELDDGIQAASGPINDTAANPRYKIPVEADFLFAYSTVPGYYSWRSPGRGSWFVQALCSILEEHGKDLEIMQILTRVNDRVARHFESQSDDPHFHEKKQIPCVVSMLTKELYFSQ
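signal = Epi-absorbance of released pNA at 405 nm, two timepoints | assay system = Uncleavable procaspase-7 mutant enzyme | reagent = Ac-DEVD-pNA substrate, 400 µM as added | times = 1 h enzyme–compound preincubation and 2 h substrate reaction, both 25 °C | benchmarks = low DMSO alone, high DMSO plus 5 µM PC-7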
AHR activator: human AHR activation | AHR-responsive luciferase reporter cells, luminescence | activation, % at 5 µM | 2.5% of 320,000 active; in the data active = activation above about 47%;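 note: 0% = vehicle wells and 100% = reference agonist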
TPT1 inh: blocks Candida albicans tRNA 2'-phosphotransferase. recombinant caTPT1, FP RNA substrate dephosphorylation. inhibition, % at 5 µM. 0.81% of 300,000 active;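 active = inhibition above the mean of all tested compounds plus 3 SD, set per screening campaign, cut at about 24% in these data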;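 note: plate controls were DMSO alone for no effect and ferristatin control at 100 nM for full effect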
PAFAH2 inh: PAFAH2 (human) inhibition. Q99487. recombinant PAFAH2, FP-rhodamine activity probe, fluorescence polarization. inhibition, % at 3.39 µM. 0.99% of 340,000 active. AID 492956;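 active = inhibition above the mean over all tested compounds plus 3 SD, cut at about 30% in these data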;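 note: inhibitors block probe labeling of enzyme so polarization drops; 0% = enzyme with DMSO and 100% = wells lacking PAFAH2 protein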
CTSL1 counter: cathepsin L1 inhibition, PFM18AAP counter-screen. recombinant F. hepatica cathepsin L1, Z-Leu-Arg-MCA fluorescence. inhibition, % at 5.96 µM. 0.49% of 300,000 active;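 active = inhibition above the mean of all tested compounds plus 3 SD, set per screening campaign, cut at about 17% in these data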;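 note: 0% = plate median of test compound wells and 100% = 1 µM Z-Phe-Ala-diazomethylketone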
* hit, by the source's call; . = no result given.

(1) O=C(CCCOc1ccccc1)Nc1ccc2c(c1)OCCO2
(2) CCOc1cc(S(=O)(=O)N2CCN(S(=O)(=O)CC)CC2)c(OCC)cc1-n1cnnn1
(3) COc1ccc(CNC(=O)CCSCc2ccccc2C)cc1
(4) Cc1cccc(N2C(=O)C3C4CC(C(Br)C4Br)C3C2=O)n1 (configuration not stated)
(5) O=C(NCc1ccccc1)c1cccc(COc2ccccc2Cl)c1
(6) Cc1ccccc1NC(=O)N1CCN(c2ncccn2)CC1

Assay by compound	1	2	3	4	5	6
PP1 inh	-3	-6	1	-4	6	-3
procasp3 activ	-3	2	0	5	-2	-1
PP5 primary	0.9	0.3	1.6	-0.9	6.8	1.8
HCV core dimer	4	11	-2	-7	6	-2
proCasp7 act	3	1	-9	3	-10	4
AHR activator	3	1	-3	-1	-9	-1
TPT1 inh	1	-5	-3	-2	1	-2
PAFAH2 inh	-7	-1	5	5	-5	2
CTSL1 counter	0	-2	-1	2	0	0

(7) CC(=O)c1cccc(Nc2nc(-c3sc(C)nc3C)cs2)c1
(8) Nc1ncc2c(n1)-c1cc(Cl)ccc1SC2
(9) CCOc1cc(N2CCOCC2)c(OCC)cc1NC(=O)Cc1cccc(OC)c1
(10) CC(C)CCNC(=O)CCCc1ccccc1
(11) O=C(CSc1nnc(-c2ccco2)o1)NCCc1ccccc1
(12) O=C(c1cc(-c2ccc(F)cc2)nc2ccccc12)N1CCN(C2CCS(=O)(=O)C2)CC1 (configuration not stated)

Assay by compound	7	8	9	10	11	12
PP1 inh	1	6	0	-2	0	0
procasp3 activ	-3	10	6	-6	-4	0
PP5 primary	0.6	-2.0	2.8	-1.2	2.1	0.1
HCV core dimer	0	19	13	-4	.	.
proCasp7 act	5	4	8	-7	-4	13
AHR activator	-2	-1	8	0	4	7
TPT1 inh	1	5	-3	-1	.	.
PAFAH2 inh	3	-4	7	-5	-5	3
CTSL1 counter	5	2	4	0	.	.

(13) Cc1ccc(N2C(=O)CCC2(C(N)=O)c2ccccc2)cc1 (configuration not stated)
(14) CCOC(=O)N1CCN(C(=O)COC(=O)c2ccc(S(=O)(=O)N(CC)CC)cc2)CC1
(15) CCCCSCCCNC(=O)Nc1cccc(OC)c1
(16) COc1cc(OC)cc(C(=O)N[C@H](C(=O)Nc2ccc3c(c2)OCO3)C(C)C)c1
(17) O=C1c2cccc3c([N+](=O)[O-])ccc(c23)C(=O)N1c1nccs1
(18) CCCCOC(=O)c1ccc(NC(=O)c2cnccn2)cc1

Assay by compound	13	14	15	16	17	18
PP1 inh	-5	-5	1	2	5	3
procasp3 activ	2	-4	6	-6	1	5
PP5 primary	1.1	0.6	2.9	3.0	1.6	5.6
HCV core dimer	0	0	-8	-1	8	-2
proCasp7 act	-1	4	11	10	-4	16
AHR activator	-2	2	2	18	-6	3
TPT1 inh	11	5	-5	-3	18	1
PAFAH2 inh	2	3	-1	7	10	0
CTSL1 counter	3	-3	-3	5	1	-2

(19) Cc1cnc(C(=O)OCC(=O)c2cccc3ccccc23)cn1
(20) CCOC(=O)Cc1ncccc1C(=O)Nc1ccc(OC(F)(F)F)cc1
(21) COc1cc(OC)c2c(-c3ccccc3)cc(=O)oc2c1C(CCN1CCCC(C)C1)c1ccc(N(C)C)cc1 (configuration not stated)
(22) O=C(NC(=S)Nc1ccc(S(=O)(=O)Nc2nccs2)cc1)c1ccccc1
(23) O=C(COc1ccc(S(=O)(=O)N2CCOCC2)cc1Cl)NC1CC1
(24) O=S(=O)(NC1CCCCC1)c1ccc(-c2csnn2)s1

Assay by compound	19	20	21	22	23	24
PP1 inh	-2	-1	12	1	0	3
procasp3 activ	6	3	-2	-3	-2	0
PP5 primary	-1.6	2.1	5.0	2.5	-1.9	1.3
HCV core dimer	14	-6	-12	0	-4	-2
proCasp7 act	5	6	8	-3	6	2
AHR activator	5	78*	1	3	-1	14
TPT1 inh	3	-8	-3	1	5	-1
PAFAH2 inh	-4	7	-4	3	-1	6
CTSL1 counter	-4	3	0	-2	0	-4

(25) N#CCCN1CCN(S(=O)(=O)c2ccc(S(=O)(=O)NCc3ccccc3)cc2)CC1
(26) CCn1c(SC2CCOC2=O)nnc1-c1ccc(Cl)cc1 (configuration not stated)
(27) COC(=O)[C@H](Cc1ccccc1)N(Cc1ccccc1)S(=O)(=O)N(Cc1ccccc1)[C@@H](Cc1ccccc1)C(=O)OC
(28) CC(C(=O)Nc1sc2c(c1C(=O)NCC1CCCO1)CCC2)N1C(=O)c2ccccc2C1=O (configuration not stated)
(29) COc1ccc(CC(=O)Oc2ccccc2Cl)cc1S(=O)(=O)N1CCOCC1
(30) Cc1c(C(=O)N/N=C/c2ccccc2)[nH]c2c([N+](=O)[O-])cccc12

Assay by compound	25	26	27	28	29	30
PP1 inh	0	-4	.	-1	1	-1
procasp3 activ	1	6	10	-1	-8	1
PP5 primary	0.6	-4.6	.	3.0	-1.8	-0.2
HCV core dimer	-3	0	.	11	-3	3
proCasp7 act	5	5	-8	5	-1	3
AHR activator	-1	2	-1	0	0	16
TPT1 inh	-1	-4	.	1	0	-1
PAFAH2 inh	-2	2	4	-5	5	-6
CTSL1 counter	0	-6	.	3	0	-4

(31) Cc1c(Nc2ccc3nonc3c2[N+](=O)[O-])c(=O)n(-c2ccccc2)n1C
(32) COCCN(C(=O)CCC(=O)Nc1cc(C)on1)C(C(=O)NC1CCCC1)c1ccccc1F (configuration not stated)
(33) CN(Cc1ccccc1)C(=O)COc1cc(Cl)ccc1Cl
(34) CC(=O)Nc1ccc(NC(=O)CSc2nnc(-c3ccccc3)n2Cc2ccc3c(c2)OCO3)cc1
(35) Cc1ccc(NC(=O)CSc2nnc(-c3ccco3)n2N)cc1F
(36) CC1COc2ccccc2N1C(=O)c1ccccc1Cl (configuration not stated)

Assay by compound	31	32	33	34	35	36
PP1 inh	-1	2	4	-5	0	8
procasp3 activ	-9	-7	0	-1	8	2
PP5 primary	1.8	1.3	2.4	0.5	2.5	1.6
HCV core dimer	-7	-11	-1	0	-1	-15
proCasp7 act	-16	1	10	6	8	2
AHR activator	-2	2	0	0	13	17
TPT1 inh	-2	-6	-3	-1	0	1
PAFAH2 inh	-1	-3	-3	4	-4	3
CTSL1 counter	2	-5	0	-3	-3	3

6 entries picked at random from the list so far:
(21) COc1cc(OC)c2c(-c3ccccc3)cc(=O)oc2c1C(CCN1CCCC(C)C1)c1ccc(N(C)C)cc1 (configuration not stated)
(27) COC(=O)[C@H](Cc1ccccc1)N(Cc1ccccc1)S(=O)(=O)N(Cc1ccccc1)[C@@H](Cc1ccccc1)C(=O)OC
(29) COc1ccc(CC(=O)Oc2ccccc2Cl)cc1S(=O)(=O)N1CCOCC1
(24) O=S(=O)(NC1CCCCC1)c1ccc(-c2csnn2)s1
(10) CC(C)CCNC(=O)CCCc1ccccc1
(16) COc1cc(OC)cc(C(=O)N[C@H](C(=O)Nc2ccc3c(c2)OCO3)C(C)C)c1

Assay by compound	21	27	29	24	10	16
PP1 inh	12	.	1	3	-2	2
procasp3 activ	-2	10	-8	0	-6	-6
PP5 primary	5.0	.	-1.8	1.3	-1.2	3.0
HCV core dimer	-12	.	-3	-2	-4	-1
proCasp7 act	8	-8	-1	2	-7	10
AHR activator	1	-1	0	14	0	18
TPT1 inh	-3	.	0	-1	-1	-3
PAFAH2 inh	-4	4	5	6	-5	7
CTSL1 counter	0	.	0	-4	0	5

(continued)
(37) O=C(CCS(=O)(=O)c1ccccc1)NC12CC3CC(CC(C3)C1)C2
(38) Cc1cc(C)cc(C(=O)NN2CCOCC2)c1
(39) CCOC(=O)C1(CC)NC(c2ccco2)C2C(=O)N(C)C(=O)C21 (configuration not stated)
(40) CCN(c1cccc(C)c1)S(=O)(=O)c1ccc(-c2coc(C)n2)cc1
(41) O=C(Nc1nnc(Cc2ccccc2)s1)Nc1ccccc1F
(42) COc1ccccc1C(=O)NC(CCSC)C(=O)OC(C)C(=O)NC1CC1 (configuration not stated)

Assay by compound	37	38	39	40	41	42
PP1 inh	-2	-1	-1	-1	11	0
procasp3 activ	9	5	-10	6	1	-1
PP5 primary	-1.1	-0.4	3.4	2.2	-2.3	0.8
HCV core dimer	3	-1	-3	2	-3	0
proCasp7 act	-7	-2	9	6	5	11
AHR activator	16	-2	-3	-1	15	-2
TPT1 inh	-3	-2	-2	-2	-3	0
PAFAH2 inh	3	-1	-11	5	-1	5
CTSL1 counter	2	-5	-1	-7	1	-2

(43) COC(=O)[C@]12C(=O)NC[C@H](CN1c1ccc(Cl)c(C)c1)N2C
(44) COc1ccc(-n2c(-c3ccc(Br)cc3)c[n+]3c2SC(C)C3)cc1 (configuration not stated)
(45) Cn1c(SCC(=O)c2ccc3c(c2)OCO3)nnc1-c1ccccn1
(46) O=S(=O)(c1ccccc1)c1nc(-c2ccco2)oc1NCCCN1CCOCC1
(47) CC(=O)Nc1ccc(NC(=O)CN(C)CC(=O)Nc2ccccc2Br)cc1
(48) Cn1c(SCC(=O)Nc2ccccc2F)nnc1-c1cccnc1
(49) Cc1ccccc1-c1nc(CS(=O)CC(=O)NCCCN(C)c2ccccc2)c(C)o1 (configuration not stated)
(50) Oc1ccc(N=Cc2ccc(O)c(O)c2)cc1

Assay by compound	43	44	45	46	47	48	49	50
PP1 inh	.	1	-3	-5	3	1	-4	9
procasp3 activ	7	-3	-3	2	-4	-7	-11	-10
PP5 primary	.	0.4	-0.8	4.5	-2.1	-0.3	2.0	3.3
HCV core dimer	.	1	2	8	1	2	6	-17
proCasp7 act	10	1	3	5	-4	-4	0	-14
AHR activator	1	3	4	-3	7	19	2	2
TPT1 inh	.	-3	1	1	3	-3	-1	2
PAFAH2 inh	0	0	4	4	-7	2	-4	18
CTSL1 counter	.	4	-2	3	-5	11	-1	46*

Screening results deposited in PubChem BioAssay by The Scripps Research Institute Molecular Screening Center.

No enrichment for hits; 5.6% or so of the library scored in one or more.
